# TTR transcr act: increases transthyretin transcription. SH-SY5Y TTR promoter Gaussia luciferase, luminescence; 100% = recombinant luciferase protein wells. activation, % at 16.7 µM. 92,000 tested, 1.3% active. AID 1117267;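 active = activation above the mean of all tested compounds plus 3 SD, cut at about 9.5% in these data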;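 note: cells exposed to compounds for one day before reading; 0% = median of all test compound wells on the plate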
# Starred values were filed as active, the others as inactive. These rows are one share of the data, so the mix of outcomes need not match the whole.
SMILES,TTR transcr act
CCOc1ccccc1N1C(=O)CC(Sc2n[nH]c(-c3ccccc3)n2)C1=O (configuration not stated),1.2
O=C1NCCCN1Cc1ccc(F)cc1Cl,-2.3
COc1ccc(-c2cnnc(N/N=C/c3ccc(-c4ccc([N+](=O)[O-])cc4)o3)n2)cc1,0.5
CC(=O)Nc1ccc(NC(=O)C(=O)c2cn(CC(=O)N3CCCCC3)c3ccccc23)cc1,0.9
O=C(Nc1ccc(Br)cn1)c1cccc2ccccc12,-1.6
C[C@H](CO)N1C[C@H](C)[C@@H](CN(C)C(=O)Nc2ccccc2)Oc2ccc(NC(=O)c3ccncc3)cc2C1=O,3.5
CC1CCCCN1C(=O)Cn1cc(C=O)c2ccccc21 (configuration not stated),3.1
CCn1c(N2CCC(Cc3ccccc3)CC2)nc2c1c(=O)[nH]c(=O)n2C,-8.7
COc1ccc(OC)c(NC(=O)Nc2ccc3c(c2)OCO3)c1,4.0
Cc1ccc(C)c(NC(=O)CN(C)C(=O)c2ccc(-n3cncn3)c([N+](=O)[O-])c2)c1,1.0
Cc1ccc(CNC(=O)[C@@H]2CCC(=O)N2Cc2ccco2)cc1,3.8
CCOC(=O)CSc1nc2cc(C(F)(F)F)cnc2n1C,4.0
CN(Cc1cc(-c2ccccc2)on1)C(=O)c1cc(COc2c(F)cccc2F)on1,-1.5
O=C(NC1CC1)c1cccc2c1C(=O)c1ccc(N3CCC(N4CCCCC4)CC3)cc1S2(=O)=O,0.2
CC(=O)Nc1ccc(S(=O)(=O)CCC(=O)O)cc1,-1.0
COC(=O)[C@]12C[C@H](CC(=O)NCCC(C)C)C(=O)N(Cc3cccc4ccccc34)C1=C[C@H](C1CCCC1)O[C@@H]2C,-0.5
Cc1nc2ccc(Cl)cc2nc(C)/c1=N\O,-4.5
CCOC(=O)c1c(C)[nH]c(O)c1C=Nc1ccc(Cl)cc1,-0.5
O=C(Nc1sc2c(c1C(=O)c1ccc(Cl)cc1)CCCC2)c1cccnc1,-1.2
Cn1c(CCN2CCOCC2)nc2cc(NC(=O)COc3ccccc3)ccc21,3.2

# 5 of the entries above in order of their number in TTR transcr act, largest number first.
smiles	TTR transcr act
COc1ccc(OC)c(NC(=O)Nc2ccc3c(c2)OCO3)c1	4.0
Cn1c(CCN2CCOCC2)nc2cc(NC(=O)COc3ccccc3)ccc21	3.2
CC(=O)Nc1ccc(NC(=O)C(=O)c2cn(CC(=O)N3CCCCC3)c3ccccc23)cc1	0.9
COC(=O)[C@]12C[C@H](CC(=O)NCCC(C)C)C(=O)N(Cc3cccc4ccccc34)C1=C[C@H](C1CCCC1)O[C@@H]2C	-0.5
CN(Cc1cc(-c2ccccc2)on1)C(=O)c1cc(COc2c(F)cccc2F)on1	-1.5

# Going on with the list.
SMILES,TTR transcr act
CCOc1ccc2nc(SC3CC(=O)N(c4ccc(OC)cc4OC)C3=O)sc2c1 (configuration not stated),-6.8
O=C(NCc1ccc(F)cc1)c1cc(C2CCCN(C(=O)c3ccc4ccccc4c3)C2)on1 (configuration not stated),-1.2
CC1=C(C(=O)N(C(C)C)C(C)C)CC(CC(=O)NCC2CCCCC2)C(=O)N1Cc1ccccc1 (configuration not stated),0.5
CCOC(=O)c1c(Nc2nc(C)c(C(=O)NC)s2)sc(C)c1C,-0.8
CCCc1cc(C(=O)Nc2ccc(C(=O)c3ccc(C)cc3)cc2)n(C)n1,-1.3
CCCCN1C(=O)C(CC(=O)NCc2ccco2)CC(C(=O)N(C(C)C)C(C)C)=C1C (configuration not stated),-2.1
O=C(CN1C(=O)C2CC=CCC2C1=O)Nc1ccc(S(=O)(=O)Nc2nccs2)cc1 (configuration not stated),0.3
O=C(NC1CCN(Cc2ccccc2)CC1)c1cccc(S(=O)(=O)Nc2ccc(F)cc2)c1,-3.5
CCOC(=O)C1=CN(CC)S(=O)(=O)NC1c1ccccc1 (configuration not stated),-1.6
Cn1c(SCC(=O)Nc2ccc(C(N)=O)cc2)nc2c(c1=O)SCC2,-0.5
Cc1ccc(NC(=O)N2CCN(Cc3ccc4c(c3)OCO4)CC2)cc1,-1.7
CC(C)(C)c1cc(-c2ccccc2)no1,0.6
Cc1cc(NC(=O)c2ccc(Cl)cc2)n(-c2ccccc2)n1,0.2
COc1ccc(S(=O)(=O)Nc2ccc3c(c2)C(=O)N([C@@H](C)CO)C[C@H](C)[C@H](CN(C)CC2CC2)O3)cc1,3.3
NS(=O)(=O)c1ccc(NC(=S)Nc2ccc(F)c(F)c2)cc1,0.0
CC1(C(=O)NC2CCCCC2)CCC(=O)N1CC(F)(F)F (configuration not stated),3.4
FC(F)(F)Oc1ccc(Cn2ccc3ccc(-c4ccc5ccn(Cc6ccc(OC(F)(F)F)cc6)c5c4)cc32)cc1,3.7
CCOC(=O)C1=CSC2=NS(=O)(=O)CCN12,0.0
CCOc1ccc(NC(=O)CN2C(=O)C3CC=CCC3C2=O)cc1 (configuration not stated),1.0
COc1cccc(OC)c1C(=O)NC(C)C12CC3CC(CC(C3)C1)C2 (configuration not stated),-0.5
Cc1ccc2nc(NC(=O)c3ccco3)sc2c1,0.0
CC1CCCN(C(=O)Cn2c(=O)oc3ccccc32)C1 (configuration not stated),3.5
COC(=O)c1ccc2nc(C3CCCCC3)c(Cc3cccc(F)c3)n2c1,-1.0
O=[N+]([O-])c1ccc(Cl)cc1P(=O)(O)c1cc(Cl)ccc1[N+](=O)[O-],1.9
CCOC(=O)c1cnc2c(c(C)nn2C)c1Oc1ccc(OC)cc1,-1.4
CCS(=O)(=O)n1nc(NCc2cccc(OC)c2)nc1NCc1cccc(OC)c1,5.8
COc1ccc(OCC(=O)Nc2cc(NC(=O)c3ccco3)ccc2OC)cc1,0.5
O=C1C2C(c3ccccc3)CC=CC2[C@H](c2ccc3ccccc3c2)N1Cc1ccccc1 (some centres not stated),-1.6
Cc1nc2ccc(Br)cn2c1C(=O)N/N=C\c1ccc(C(C)C)cc1,-1.7
CCCCOCCCNC(=O)C[C@H]1C[C@@]2(C(=O)OC)C(=C[C@H](C3CCCC3)O[C@@H]2C)N(Cc2ccc(Cl)cc2Cl)C1=O,2.2
O=CN1CCN(C=O)C(O)C1O (configuration not stated),0.0
CC1=CC2=NC(=O)CC(C)(C(=O)N(CC(=O)NC(C)(C)C)C3CCCC3)N2C=C1 (configuration not stated),6.7
O=C(CCCN1C(=O)/C(=C\c2ccccc2)SC1=S)N1CCOCC1,-0.4
O=C(CSc1nncs1)Nc1ccc(N2CCCCC2)cc1,-2.5
Cc1cc(C)cc(C(=O)NCC(=O)NNC(=O)CSc2ccccc2F)c1,-0.8
COCCNC(=O)c1cc(OC)c(OC)cc1[N+](=O)[O-],0.3
O=C(CNC(=O)c1ccc(Br)o1)Nc1cccc(-c2cnc3ccccc3n2)c1,-3.4
O=C(N/N=C/c1cn(-c2ccccc2)nc1-c1cc2ccccc2o1)c1cccnc1,-4.2
C=CCN1C(=O)c2ccc(C(=O)NCC(c3ccccc3)N(C)C)cc2C1=O (configuration not stated),0.3
Cc1ccccc1CN1CCCCC(NC(=O)Nc2ccccc2-c2ccccc2)C1=O (configuration not stated),-1.4

# Of the compounds above, 6 have an aryl thioether with sulfur outside any ring.
SMILES,TTR transcr act
CCOc1ccccc1N1C(=O)CC(Sc2n[nH]c(-c3ccccc3)n2)C1=O (configuration not stated),1.2
CCOC(=O)CSc1nc2cc(C(F)(F)F)cnc2n1C,4.0
CCOc1ccc2nc(SC3CC(=O)N(c4ccc(OC)cc4OC)C3=O)sc2c1 (configuration not stated),-6.8
Cn1c(SCC(=O)Nc2ccc(C(N)=O)cc2)nc2c(c1=O)SCC2,-0.5
O=C(CSc1nncs1)Nc1ccc(N2CCCCC2)cc1,-2.5
Cc1cc(C)cc(C(=O)NCC(=O)NNC(=O)CSc2ccccc2F)c1,-0.8

# Next section.
SMILES,TTR transcr act
CC(C)(C)c1ccc(OCC(=O)NNC(=O)C2CCCO2)cc1 (configuration not stated),2.0
CCOc1ccc(-n2c(O)cc(=O)[nH]c2=O)cc1,0.4
CC(=O)Oc1ccc([C@@H]2COc3c(ccc4c3C=CC(C)(C)O4)C2)c(OC(C)=O)c1,0.2
CCOC(=O)c1nnn(CC(=O)N2N=C(c3ccc(Cl)cc3)CC2c2ccccc2)c1C(=O)OCC (configuration not stated),-0.4
CN1CCCN(Cc2ccc(Cl)cc2Cl)CC1,-0.6
O=C1Nc2ccc(S(=O)(=O)N3CCCC3C(=O)O)c3cccc1c23 (configuration not stated),-0.9
CCOc1ccc(C2C(C(=O)c3ccco3)=C(O)C(=O)N2CCN2CCOCC2)cc1OCC (configuration not stated),0.5
C[C@H](CO)N1C[C@H](C)[C@@H](CN(C)C(=O)Nc2ccccc2)Oc2c(NS(=O)(=O)c3ccccc3)cccc2C1=O,1.2
COc1ccccc1N1CC=C(c2cccc([N+](=O)[O-])c2)NC1=O,-1.8
COc1ccc(CCNC(=O)c2cnc3n(c2=O)CCS3)cc1OC,-0.1
Cn1c(=O)[nH]c(=O)c2c1nc(SCC(=O)O)n2Cc1ccccc1,-0.1
CCn1c(C)nc([N+](=O)[O-])c1C(=O)O,-2.1
O=C(NC1CCCCC1)c1ccc(CNc2c(N3CCOCC3)c(=O)c2=O)cc1,2.0
CC1CCCCC12NC(=O)N(CC(=O)Nc1ccc(N3CCOCC3)cc1)C2=O (configuration not stated),1.9
Cc1ccc(NC(=O)CC(N)=S)cc1,-0.3
CN(C(=O)Nc1ccc(Cl)cc1)n1cnc2ccccc2c1=O,0.0
COCCNc1nc(Cl)c(C#N)s1,0.7
Nc1ccc2nc(-c3cccnc3)[nH]c2c1,-1.5
NC(=O)CSc1nnc(-c2ccncc2)n1-c1ccc(Cl)cc1,-0.5
COc1cc(NS(=O)(=O)c2ccc3c(c2)n(C)c(=O)n3C)cc(OC)c1,-1.7
O=[N+]([O-])c1cccc(/C=N/N2CCN(Cc3ccc(Cl)cc3)CC2)c1,-2.3
CCOC(=O)Cn1c(-c2cccnc2Cl)nc2ccccc21,8.2
CC(C)c1ccc(NC(=O)Nc2cc3sccc3n2C)cc1,-2.5
O=[N+]([O-])c1cnccc1Nc1ccc(Cl)cc1,0.1
CCOC(=O)N1CCN(S(=O)(=O)N2CCCC(C(=O)NC(C)c3ccccc3)C2)CC1 (configuration not stated),2.0
Cn1c(SCC(=O)NCCc2ccccc2)nc2c([nH]c3ccccc32)c1=O,0.4
CCOC(=O)C1=C(COC(=O)c2cc(Br)c(Br)s2)NC(=O)NC1C (configuration not stated),1.4
Nc1nc(-c2ccc(Br)cc2)cs1,-2.2
CC1CN(c2nc3c(c(=O)n(Cc4ccc(Cl)c(Cl)c4)c(=O)n3C)n2C)CC(C)O1 (configuration not stated),-2.2
Nc1ncnc2c1ncn2[C@@H]1O[C@H](C(=O)N2CCCN(Cc3cccs3)CC2)[C@@H](O)[C@H]1O,0.9
Cc1ccc(CN2CCN(CC(=O)N3CCC(C(N)=O)CC3)C2=O)cc1,4.1
S=c1[nH]nc(-c2ccccc2Cl)n1/N=C/C=C/c1ccco1,-0.7
C/C(=N\NC(=O)c1csc(C)c1C)c1ccco1,-4.0
Cc1ccc2c(c1)c1c(n2CC(O)Cn2c(C)nc3ccccc32)CCCC1 (configuration not stated),0.1
CC(=O)N1N=C(c2ccc(Cl)cc2)OC12CCCC2,0.4
COc1cc(/C=N/Nc2nc(Nc3ccccc3)nc(-n3nc(C)cc3C)n2)cc(OC)c1OC,-2.8
COc1cccc(CNC(=O)C2CCN(S(=O)(=O)c3ccc(-n4cnnn4)cc3)CC2)c1,-0.2
COCc1cc(C)nc(OCC(=O)N/N=C/c2ccccc2O)c1C#N,1.5
Cc1ccccc1CSCC(=O)N1CCN(c2ccccc2)CC1,1.8
COc1ccc(S(=O)(=O)N2CCN(C(=O)CNC(=O)c3ccc4c(c3)OCO4)CC2)cc1,0.7
C[C@@H](CO)NC(=O)c1[nH]cnc1C(=O)Nc1ccc(CNC(=O)OC(C)(C)C)cc1,-0.5
CC(C)(C)c1ccc(C(=O)NCCn2c(N)c(C#N)c3nc4ccccc4nc32)cc1,-0.1
O=C(COc1ccccc1)NC(=S)Nc1ccc2c(c1)Cc1ccccc1-2,2.9
Cn1cnnc1SCc1ccccc1Br,2.9
CC(C)(C)OC(=O)n1cc(C(=O)c2ccccc2O)cn1,2.6
Cc1cc(N(CCO)CCO)ccc1C(c1ccc(N(CCO)CCO)cc1C)c1ccccc1Cl,3.3
O=c1c2cnn(-c3ccccc3)c2ncn1Cc1ccccc1F,3.8
NC(=O)CSc1nnc(Cn2c(=O)sc3ccccc32)n1-c1cccc(Cl)c1,-0.3
O=C(Nc1ccc2c(c1)OCCO2)C1CCN(C(=O)c2ccccc2)CC1,1.0
COC(=O)C(Cc1ccccc1)NC(=O)c1cc(=O)[nH]c2ccccc12 (configuration not stated),1.0
CC1(c2nnnn2Cc2ccccc2)CCC(=O)N1Cc1ccco1 (configuration not stated),3.3
CCCCNC(=O)C(Cc1ccccc1)NS(=O)(=O)c1ccc2c(c1)c(=O)n(C)c(=O)n2C (configuration not stated),-2.3
Cc1cc[n+](-c2[nH]c(=O)sc2/C=N/N=C(\[O-])CCn2c3ccccc3c3ccccc32)cc1,-0.4
Cc1cc(C)c(OCC(=O)Nc2nc(-c3ccccn3)cs2)c(C)c1,-2.6
Nc1cc(S(=O)(=O)Nc2ccc(Cl)cc2)ccc1N1CCOCC1,-1.4
O=[N+]([O-])c1ccc2c(c1Nc1ccccc1Cl)=NC1(CCCCC1)N=2,-1.1
COc1cccc(OC)c1-c1nn(-c2ncc(C(F)(F)F)cc2Cl)c(=O)o1,3.0
C=CCc1ccc(OCCn2cccc2C=O)c(OC)c1,-3.6
CC(C)N(N=Nc1ccc([N+](=O)[O-])cc1)C(C)C,7.3
COc1ccccc1C(=O)Oc1ccc(C(C)(C)C)cc1,-2.0
# Continuation:
SMILES,TTR transcr act
Cc1ccc(S(=O)(=O)N2CCN(C)CC2)cc1,2.3
CC1=CCC2C(=O)N(c3cccc(C(=O)Nc4ccccc4Cl)c3)C(=O)C2C1 (configuration not stated),0.2
C[C@@H]1CN([C@@H](C)CO)C(=O)CCCn2cc(nn2)CO[C@H]1CN(C)S(=O)(=O)c1ccc2c(c1)OCCCO2,0.2
Cc1ccccc1C(=O)NC(=S)Nc1ccccc1N1CCCC1,0.5
